Compound activity (PubChem)
RMI-FANCM inh: RMI-FANCM interaction inhibition; FP signal (polarization) at 33 µM; Fluorescence polarization, RMI core complex with F-MM2 peptide; active compounds read low; actives 0.58% (n = 70,000); in the data active means FP signal below about 40; further: inactives centre near 61; strong numbers were not always called active; unit not given here
The depositor's hits bear a star; & = joins results of further samples.

entry	compound	RMI-FANCM inh
1	COc1ccc(Cl)cc1NC(=O)COCC(=O)O	55
2	O=C(Nc1ccccn1)c1csc2nc(-c3ccc(F)cc3)cn12	80
3	Cc1onc(-c2ccccc2)c1NC(=O)Nc1ccc(-n2ccc(C(F)(F)F)n2)cc1	53
4	Nc1nc(SCC(=O)Nc2ccccc2C(F)(F)F)ncc1S(=O)(=O)c1cccs1	70
5	Cc1c(Cl)cccc1NC(=O)C(=O)c1c[nH]c2ccccc12	59
6	O=C(CSc1nc(C(F)(F)F)cc(=O)[nH]1)Nc1nccs1	51
7	CC(=O)OCCC1S/C(=N\N=C\c2ccco2)NC1=O (stereo not drawn)	61
8	O=C(CSc1nnc2ccc3ccccc3n12)Nc1nsc(-c2ccccc2)n1	110
9	NS(=O)(=O)c1ccc(N2C(=O)CC(N3C(=O)/C(=C/c4cccs4)SC3=S)C2=O)cc1 (stereo not drawn)	62
10	CS(=O)(=O)/C(C#N)=N\Nc1ccc(OC(F)(F)F)cc1	51
11	Cn1c(=O)c(C(=O)Nc2ccc(S(N)(=O)=O)cc2)cc2cccnc21	75
12	CN(C)c1ccc(CCCNC(=O)Cc2ccc(Cl)cc2)cc1	72
13	CCOC(=O)c1c(NC(=O)c2ccc3ncccc3c2)sc(C)c1C	49
14	COc1ccc(-c2nnc(SCCC(=O)O)n2C)cc1OC	59
15	Cc1cc(C)c2sc(N(Cc3ccco3)C(=O)c3cc(C)no3)nc2c1	71
16	COCCn1c(-c2ccc(OC)cc2)c[nH]c1=S	63
17	Nc1nc(SCC(=O)Nc2ccc(C(F)(F)F)cc2)[nH]c(=O)c1NC(=O)c1ccc(F)c(F)c1	62
18	Cc1nn(C)cc1NC(=O)Nc1ccc(F)cc1	56
19	CCN1C(=O)/C(=C/c2cc(OC)c(OC)cc2C)NC1=S	73
20	CCOC(=O)COc1ccccc1C1=NN(C(C)=O)C(c2ccc(CC)cc2)C1 (stereo not drawn)	56
21	N#Cc1nc(-c2ccc(S(=O)(=O)N3CCOCC3)cc2)oc1NCc1ccco1	65
22	COc1ccc(NC(=O)Nc2nc(CCC(=O)NC(C)C)cs2)cc1	62
23	Cc1cc(C(=O)Nc2ccc(CN3CCS(=O)(=O)CC3)cc2)no1	53
24	Clc1ccc2nc(Nc3nc4cc5c(cc4s3)OCO5)sc2c1	72
25	O=C(Cn1cnc2c(sc3ccccc32)c1=O)NCc1ccccc1	76
26	COc1cc(/C=C\C(=O)Nc2c(C(=O)Nc3cccc(F)c3)oc3ccccc23)cc(OC)c1OC	77
27	C=CCN1C(=O)C(Cc2ccccc2Cl)SC1=Nc1ccc(C(=O)O)cc1 (stereo not drawn)	65
28	CC(C)(C)NC(=O)Cn1c(-c2nnco2)cc2ccccc21	68
29	COc1ccc(-c2cc(-c3ccc(C)c(C)c3)nc3sc(C(N)=O)c(N)c23)cc1OC	46
30	COc1ccc(S(=O)(=O)NCc2ccccc2)cc1N(C)S(=O)(=O)c1ccc(Cl)cc1	59
31	CC(C)(C)c1ccc(C(=O)NCCn2ncc3c(=O)n(Cc4cccc(F)c4)cnc32)cc1	71
32	O=C(O)CCCCCCCCCCCCC1C=CCC1 (stereo not drawn)	64
33	O=C(O)CNS(=O)(=O)/C=C/c1ccccc1	59
34	CN(C(=O)Cc1csc2nc(-c3ccc(F)cc3)cn12)C1CCCCC1	64
35	O=C(NCCC1=CCCCC1)C(=O)NCC1OCCCN1S(=O)(=O)c1cccs1 (stereo not drawn)	63
36	C=C1C(C(=O)Nc2ccc(S(=O)(=O)Nc3ncccn3)cc2)C1C(=O)Nc1ccc(S(=O)(=O)Nc2ncccn2)cc1 (stereo not drawn)	62
37	CSc1nnc(-c2csc(S(=O)(=O)Nc3cccc(C(F)(F)F)c3)c2)n1C	53
38	COc1ccc(CC(=O)Nc2ccc3c(c2)CN(C(=O)C2CC2)CC3)cc1	66
39	Cc1cccc(S(=O)(=O)Nc2ccc3c(c2)N(C(=O)c2ccccc2)CCC3)c1	68
40	Cc1nnsc1C(=O)N1CCN(C(=O)C2COc3ccccc3O2)CC1 (stereo not drawn)	54
41	O=C(Oc1cccc2cccnc12)c1ccco1	63
42	O=C(CCCSc1ccccc1)N(Cc1ccncc1)c1nc2c(F)cccc2s1	59
43	Nc1c(C(=O)c2cccc(Br)c2)sc2nc3c(c(-c4cccs4)c12)CCCC3	-15
44	C=CCN1C(=O)CC(N2CCOCC2)C1=O (stereo not drawn)	65
45	S=c1[nH]nc(-c2cccs2)n1C1CCCCC1	56
46	COc1ccc(Nc2nc(N3CCCCC3)c3cnn(C)c3n2)cc1	60
47	O=C(Cc1csc(SCc2ccc(F)cc2)n1)NCc1ccco1	58
48	COc1cccc2c1OCC2=O	62
49	COc1ccc(S(=O)(=O)NCC(c2ccsc2)N2CCCCCC2)cc1OC (stereo not drawn)	68
50	CC(=O)Nc1cccc(NC(=O)CSc2ccc(NC(C)=O)nn2)c1	65
51	O=C(Nc1c(C(=O)Nc2ccccc2F)oc2ccccc12)c1ccccc1Cl	58
52	COc1cc(Nc2nc3ccc(Br)cc3c(-c3ccccc3)c2-c2cc(-c3ccccc3)c3cc(Br)ccc3n2)cc(OC)c1OC	55
53	O=C(/C=C/c1ccccc1)c1ccc(O)cc1	57
54	Cc1cc(C)c(NC(=O)CC2CCCCN2S(=O)(=O)c2ccccc2)c(C)c1 (stereo not drawn)	69
55	O=C(Cn1nc(-c2ccccc2)c2sc(N3CCCC3)nc2c1=O)NCc1ccc2c(c1)OCO2	115
56	CS(=O)(=O)N1CCCC(C(=O)Nc2sc3c(c2C(N)=O)CCC3)C1 (stereo not drawn)	65

(list continues)
entry	compound	RMI-FANCM inh
57	Cc1csc2nc(O)c(C(=O)NCc3cccs3)c(=O)n12	53
58	O=C(Cc1ccc(F)cc1)N1CCN(c2ccc3nnc(-c4ccco4)n3n2)CC1	64
59	O=C(CSc1nc2ccccc2c(=O)n1-c1ccc(OC(F)F)cc1)c1ccc(Cl)cc1	76
60	O=C1N=C(c2ccccc2)C(C(=O)Nc2ccc(Br)cc2)=C1O	55
61	O=C(Nc1ccc(N=Cc2ccccc2O)cc1)c1ccccc1O	52
62	COc1ccc(S(=O)(=O)Nc2ccc(Br)c(C(F)(F)F)c2)cc1OC	44
63	Cc1cc(C)n(CC(=O)Nc2cccc(C#N)c2)c(=O)c1C#N	61
64	Cc1cc(Sc2ccccn2)nc(N)n1	56
65	COc1ccccc1-c1nnc(NC(=O)c2sc3ccccc3c2Cl)o1	65
66	CCCCN(CCCC)CCCn1cnc2ncccc2c1=O	64
67	O=C(NCCOc1ccc2c(c1)OCO2)c1ccccc1[N+](=O)[O-]	61
68	Cc1ccc(C)c(S(=O)(=O)NCCOc2ccc3nnc(C)n3n2)c1	67
69	CC1(C)Cc2cccc(OCC(=O)NCc3ccc(F)cc3)c2O1	56
70	Cc1cc(C(=O)Nc2ccc3c(c2)C(=O)N(C)C3=O)n(C)n1	68
71	N#Cc1ccccc1NC(=O)Nc1c2ccccc2nc(=O)n1Cc1ccco1	56
72	O=C(CCCn1nc(-c2ccccc2)ccc1=O)Nc1cccc(F)c1	69
73	O=C(O)CCC(=O)Nc1ncccc1OCc1ccc(Cl)c(Cl)c1	53
74	NS(=O)(=O)c1ccc(N=Cc2ccccc2O)cc1	53
75	CC1CCN(/C=C(\C#N)S(=O)(=O)c2ccc(Cl)cc2)CC1	62
76	CC(C)C(=O)Nc1ccc(SCC(=O)NCc2ccco2)nn1	65
77	CC1CC(C)CN(c2nc3c(c(=O)n(C)c(=O)n3C)n2CCSc2nc3ccccc3o2)C1 (stereo not drawn)	55&60
78	Cc1ccc(-c2nc(N3CCN(c4ccccc4Cl)CC3)nc3ccccc23)cc1	58
79	COc1ccc(Cl)cc1NC(=O)C(=S)NC1CCCCC1	67
80	COc1ccccc1N1CCN(C(=O)C(C)c2ccc(CC(C)C)cc2)CC1 (stereo not drawn)	53
81	CN(Cc1ccco1)S(=O)(=O)c1ccc(C(=O)Nc2nnc(-c3ccc4c(c3)CCCC4)o2)cc1	52
82	Cc1ccccc1Cn1cnc2c(cnn2CCNC(=O)Cc2cccs2)c1=O	68
83	Cc1cc(C(=O)Nc2nnc(-c3ccc(S(=O)(=O)N(C)C)cc3)o2)no1	64
84	COc1ccc(NC(=O)CC2Sc3ccccc3NC2=O)cc1Cl (stereo not drawn)	106
85	Ic1cc2c(-c3ccccc3)c(-c3ccccc3)[nH]c2c2ccccc12	59
86	CN(CC(=O)O)C(=S)c1ccccc1	54
87	COc1cccc(Nc2c(Nc3cccc(OC)c3)c(=O)c2=O)c1	58
88	COC(=O)c1sc2ccccc2c1NC(=O)CN1C(=O)c2ccccc2C1=O	81
89	O=C(CSc1ncccc1C(=O)O)c1ccc2c(c1)OCO2	62
90	COc1c(Br)cc(-c2noc(CSC)n2)cc1Br	54
91	CC(=O)N1CCc2cc(NC=C(C#N)C#N)ccc21	56
92	CN(/N=C\c1ncc([N+](=O)[O-])n1C)c1cnn(-c2ccccc2)c(=O)c1Cl	63
93	CC1(C)S[C@@H]2[C@H](NC(=O)[C@H](NC(=O)N3CCNC3=O)c3ccccc3)C(=O)N2[C@H]1C(=O)O	54
94	CN1CCc2cc(Cl)c(O)cc2[C@@H](c2ccccc2)C1	51&59
95	COC(=O)c1ccc2c(=O)n(CC(=O)NCCC3=CCCCC3)c(=S)[nH]c2c1	87
96	N#Cc1ccc(C#CCOC(=O)c2ccc(C(F)(F)F)cc2)cc1	69
97	CC(=O)Nc1scc2c1c(=O)oc1ccccc12	61
98	COc1ccccc1CNC(=O)CSc1ccc(NC(=O)c2cccc(F)c2)nn1	65
99	COc1ccc(C(=O)NCC(c2ccc3c(c2)CCN3C)N(C)C)cc1OC (stereo not drawn)	68
100	Nc1nc(N)c2c(n1)CCCC2	64
101	CCCC(O)C(NC(=O)c1ccccc1)c1ccccc1 (stereo not drawn)	54
102	COc1cccc(CNC(=O)CSc2ccc(NC(=O)C(C)C)nn2)c1	67
103	CCOC(=O)Cn1nc(C)c2cnn(C(C)(C)C)c2c1=O	65
104	N#C/C(=C/c1ccccc1Br)C(N)=O	60
105	COC(=O)[C@H](NC(=O)c1cc(-c2ccccc2)nc2ccccc12)c1ccccc1	42
106	CS(=O)(=O)NCc1cccs1	55
107	COc1ccccc1CNC(=O)CCc1csc(NC(=O)c2ccc[nH]c2=O)n1	61
108	COc1ccc(OC)c2sc(NCc3cccnc3)nc12	66
109	COc1cccc(CSc2nc(C)c(CC(=O)Nc3cccc(C(C)=O)c3)c(=O)[nH]2)c1	63
110	O=C(CCCn1nc(-c2cccs2)ccc1=O)NCc1ccc(Cl)cc1	68
111	O=C(Cc1ccc(Cl)cc1)Nc1ccc2c(c1)CN(C(=O)c1ccccc1)CC2	69
112	COc1ccccc1C1CCN(Cc2ccc3c(c2)CCC(C)(C)O3)CC1	67

Next section
entry	compound	RMI-FANCM inh
113	Cc1ncc(-c2ccc3ccccc3c2)s1	56
114	O=c1[nH]c2ccc(S(=O)(=O)Nc3cccc(Cl)c3)cc2[nH]1	58
115	C[C@@H]1CC[C@H]2[C@@H](C)C(=O)O[C@@H]3O[C@](C)(O)CC[C@@H]1[C@]32O	63
116	COc1cccc(NC(=O)C2(c3cccs3)CCCC2)c1	66
117	COc1ccc(S(=O)(=O)NCCN2CCOC(c3ccccc3)C2)cc1F (stereo not drawn)	77
118	O=c1c([N+](=O)[O-])c[nH]c2ccccc12	54
119	CCOC(=O)C1=C(NC2CCN(Cc3ccccc3)CC2)C(=O)N(C(C)(C)C)C1	51
120	COC(=O)c1cc(OC)c(OC)cc1NCc1cc(=O)oc2cc(-c3ccccc3)c(O)cc12	58
121	CCOC(=O)CCC(=O)Nc1ccc(S(=O)(=O)N2CCOCC2)cc1	59
122	CC(C)C(=O)Nc1ccc(S(=O)(=O)NCC2CCN(C3CCCC3)CC2)cc1	78
123	c1ccc2[nH]c(-c3nnco3)cc2c1	70
124	COc1ccc(S(=O)(=O)CC(=O)Nc2nc(-c3ccccn3)cs2)cc1	54
125	Cc1csc2nc(CSc3ccc(Cl)cc3)cn12	60
126	O=C(/C=C\c1ccc2c(c1)OCO2)NCCn1ncc2c(=O)n(Cc3ccccc3F)cnc21	93
127	COc1ccc(Cl)cc1NC(=O)CSc1nc2c(c(=O)[nH]1)CN(Cc1ccccc1)CC2	63
128	CC(C)(C)n1ncc2c(=O)n(CCC(=O)O)cnc21	70
129	CC(/C=C1\SC(=S)N(CCCC(=O)Nc2cc(C)on2)C1=O)=C\c1ccccc1	73
130	CCCCNC(=O)c1cc2c(C)cc(C)cc2[nH]1	58
131	Cc1noc(C)c1C(=O)O/N=C(\Cc1ccccc1)C(F)(F)F	60

A portion of the library; count on the stated rates, not on these rows.
